From PubChem BioAssay
IL-2 act: activators of IL-2. IL-2 activation reporter assay, cell-based qHTS; stimulated with anti-CD3/CD4/CD28 beads; in transgenic mouse T cells. activation, % (series mostly up to about 46 µM). hit rate 0.065% among 360,000. AID 652025; in the data active = activation above about 50%; inconclusive = mostly about 30% to 49%; note: 0% is about no effect
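Screening format: compound pinned onto unstimulated transgenic mouse T cells, 60 min incubation, then anti-CD3/anti-CD4/anti-CD28 bead stimulation for 18 hours at 37 degrees C, followed by EGFP and DsRed detection.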
DRD3 agonist: activates the human D3 dopamine receptor | max activation, % | P35462 | hit rate 0.58% among 410,000 | D3R DiscoveRx beta-arrestin cells, luminescence, 90 min; in the data active = max activation above about 30%; note: 0% is about no effect; mostly tested at two doses, the higher about 12 µM
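Agonist-mode cell screen: cells plated at 1500/well and incubated overnight at 37 °C, then exposed to library compounds for 90 min at 37 °C. Detection reagent was added for 30–60 min at room temperature, and luminescence was read.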
GLP-1R agonist: agonists of human GLP-1 receptor. P43220. HEK293 GLP-1R CRE-luciferase, luminescence, 4-6 h; cells express a hypersensitive GLP-1R form. Potency, µM (doses to about 45.6 µM), for inactives: at the top dose activation, most hits filed as activators. hit rate 0.007% among 380,000. AID 624172; note: potency is the fitted concentration of half-maximal effect; % of control where 0% means no effect
GLP-1R inv ag: inverse agonists of human GLP-1 receptor | P43220 | HEK293 GLP-1R CRE-luciferase, luminescence, 24 h; GLP-1R form is constitutively active | Potency, µM (doses to about 38.3 µM), for inactives: top-dose activity change, negative = inhibition, usual class: inhibitors | hit rate 1.6% among 410,000 | AID 624417; note: potency is the fitted concentration of half-maximal effect; % is set by controls: 0 for no effect and ±100 for the full control effect; nearly all actives have a fitted effect of over 55% in size
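Constitutively active GLP-1R drives a cAMP-responsive luciferase in stably transfected HEK293 cells; test compounds are added after overnight (12 h) attachment and left 24 hr, and signal loss in luminescence marks inhibition.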
HEK293 tox: cytotoxicity counter-screen for GLP-1 receptor inverse agonists; HEK293 cAMP-luciferase reporter cells, luminescence, 24 h; Potency, µM (top dose mostly 38.3 µM), without a hit: at the top dose activity change, negative = inhibition, most hits filed as inhibitors; hit rate 0.13% among 410,000; AID 624418;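 note: loss of luciferase light is scored as toxicity; potency is the fitted concentration of half-maximal effect; % is set by controls: 0 for no effect and ±100 for the full control effect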
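Step one: seed cells (200 cells/uL, DMEM with 10% Nu serum, 1% pen-strep). Step two: 12-hour incubation at 37 deg C. Step three: pin 23 nL compound, incubate 24 hr. Step four: add luciferase reagent, read luminescence 12 min later.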
PLK1 PBD block: blocks phosphopeptide binding to human PLK1 polo-box domain; hit rate 2.8% among 360,000; Potency, µM, without a hit: max response, negative = inhibition, most hits filed as inhibitors; Plk1 PBD binding of FITC phosphopeptide, fluorescence polarization; note: potency is the fitted concentration of half-maximal effect; series mostly up to about 57 µM; % is set by controls: 0 for no effect and ±100 for the full control effect; nearly all actives have a fitted effect of over 65% in size
PI5P4K alpha inh: inhibitors of human PI5P4K alpha; P48426; PI5P4Kalpha enzyme, ADP-Glo luminescence, 60 min; stronger effect = lower value; max response, %; hit rate 1.2% among 330,000; active = max response of -50% or lower; inconclusive = between -30% and -50%; inactive = -30% or higher; note: value at the top dose of about 77 µM; % is set by controls: 0 for no effect and ±100 for the full control effect
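PI5P4Kalpha ADP-Glo assay; 5 microM ATP final; 60 min RT reaction; HEPES pH 7.4/EGTA/CHAPS, 5% DMSO; controls lacking substrate or enzyme; luminescent end-point.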
DRD3 antagonist: antagonists of human D3 dopamine receptor; hit rate 2.5% among 360,000; max response, negative = inhibition, %; AID 652054; D3R cells, DiscoveRx beta-arrestin luminescence, antagonist mode; stronger effect = lower value; P35462; in the data active = max response below about -50%; inconclusive = no clear call, values can overlap the other calls; note: % is set by controls: 0 for no effect and ±100 for the full control effect; mostly tested at two doses, the higher about 12 µM
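Cells expressing the human receptor were seeded at 1500 cells/well, incubated overnight at 37 degrees C in 5% CO2, then exposed to library compounds with dopamine controls for 90 minutes at 37 degrees C before luminescent detection.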
WRN inhibitor: blocks human WRN helicase; Q14191; WRN helicase unwinding, fluorescent forked duplex, kinetic; Potency, µM (series often up to 114 µM), without a hit: at the top dose activity change, negative = inhibition, hits mostly inhibitors; hit rate 0.46% among 360,000; AID 651768; note: potency is the fitted concentration of half-maximal effect; % is set by controls: 0 for no effect and ±100 for the full control effect; nearly all actives have a fitted effect of over 55% in size
Target sequence (Q14191 whole entry, looked up): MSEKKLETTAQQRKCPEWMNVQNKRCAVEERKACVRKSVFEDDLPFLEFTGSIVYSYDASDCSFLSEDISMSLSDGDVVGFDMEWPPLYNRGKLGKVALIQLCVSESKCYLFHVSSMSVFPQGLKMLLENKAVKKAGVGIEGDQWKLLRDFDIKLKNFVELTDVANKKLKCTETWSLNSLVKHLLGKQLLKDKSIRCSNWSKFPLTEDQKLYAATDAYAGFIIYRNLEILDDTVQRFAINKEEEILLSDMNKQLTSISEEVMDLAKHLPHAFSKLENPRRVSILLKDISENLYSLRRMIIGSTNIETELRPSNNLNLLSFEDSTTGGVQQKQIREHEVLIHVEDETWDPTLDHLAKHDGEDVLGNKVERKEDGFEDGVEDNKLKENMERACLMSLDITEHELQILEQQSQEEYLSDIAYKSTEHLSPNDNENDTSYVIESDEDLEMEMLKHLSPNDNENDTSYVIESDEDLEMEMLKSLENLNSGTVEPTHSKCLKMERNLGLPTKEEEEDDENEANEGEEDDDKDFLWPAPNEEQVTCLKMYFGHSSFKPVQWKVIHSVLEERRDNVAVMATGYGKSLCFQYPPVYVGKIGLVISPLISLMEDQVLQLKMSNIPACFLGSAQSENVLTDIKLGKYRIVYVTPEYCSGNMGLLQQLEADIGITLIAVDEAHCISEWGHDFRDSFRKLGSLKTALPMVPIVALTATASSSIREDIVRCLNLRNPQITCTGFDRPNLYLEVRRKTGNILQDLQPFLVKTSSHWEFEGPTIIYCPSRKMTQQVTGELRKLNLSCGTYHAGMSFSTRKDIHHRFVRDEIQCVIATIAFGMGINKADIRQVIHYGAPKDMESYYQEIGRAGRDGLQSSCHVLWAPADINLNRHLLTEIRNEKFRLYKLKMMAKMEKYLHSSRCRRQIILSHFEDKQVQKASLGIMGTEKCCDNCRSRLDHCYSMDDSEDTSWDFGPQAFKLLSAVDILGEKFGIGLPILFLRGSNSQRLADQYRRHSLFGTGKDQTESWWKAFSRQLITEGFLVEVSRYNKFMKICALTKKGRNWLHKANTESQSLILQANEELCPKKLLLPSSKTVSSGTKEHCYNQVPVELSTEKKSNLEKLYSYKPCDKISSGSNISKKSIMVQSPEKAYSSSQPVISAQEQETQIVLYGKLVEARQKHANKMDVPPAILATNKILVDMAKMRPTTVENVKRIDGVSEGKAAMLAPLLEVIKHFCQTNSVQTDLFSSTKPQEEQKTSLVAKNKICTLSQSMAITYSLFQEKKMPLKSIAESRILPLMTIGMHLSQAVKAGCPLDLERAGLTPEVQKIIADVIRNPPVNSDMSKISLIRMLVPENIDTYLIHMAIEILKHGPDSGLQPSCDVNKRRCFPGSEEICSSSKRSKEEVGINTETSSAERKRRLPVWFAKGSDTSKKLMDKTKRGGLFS
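WRN at 20 nM final preincubated with compound 15 min at room temperature; reaction started with 100 nM fluorophore/quencher forked duplex oligonucleotide and 2 mM ATP final. Unwinding followed kinetically by red fluorescence (ex 525, em 598 nm).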
An asterisk follows results filed as active; ? = inconclusive; · = no result given; [ ] = dose if it differs, or a comment. Unless noted, calls come from the whole dose curve; as a rule, active = well fitted curve in the direction sought with a large enough effect; inconclusive = small, poorly fitted or top-dose-only effect, or another doubt; inactive = no such curve, though single readings can be large; an effect the other way counts as inactive or inconclusive.

Sequence of screens: GLP-1R inv ag, HEK293 tox, PLK1 PBD block, PI5P4K alpha inh, DRD3 antagonist, IL-2 act, DRD3 agonist, WRN inhibitor, GLP-1R agonist
- O=C1NCCCC1C(=O)N/N=C/c1ccccc1[N+](=O)[O-] (centres undefined)
  11%, 2%, -9%, 1, 3, 0.4, 4, -8%, 6%
- CCOc1ccc2nc(SCC(=O)N(C)C)[nH]c2c1
  -1%, -6%, -13%, 4, -2, 1.6, -1, -6%, -9%
- COc1ccccc1NC(=O)c1cc(S(=O)(=O)N2CCOCC2)ccc1Cl
  -8%, 0%, 6%, -4, 13, 0.9, 3, -1%, 1%
- Cc1ccc(S(=O)(=O)n2cccc2CO)cc1
  21%, -1%, -2%, -1, 26, 2.5, 13, 8%, -1%
- c1ccc(Cn2nnnc2C(c2cccs2)N2CCOCC2)cc1 (centres undefined)
  -13%, -1%, -1%, 0, ?, -0.4, 1, 6%, -6%
- CC(C)Oc1ccc(-c2cc(=O)[nH]c(=O)[nH]2)cc1
  18%, 11%, -10%, 1, -2, -0.3, -22, 3%, 6%
- CC12CC(=O)C3C(CCC4=CC(=O)CCC43C)C1CC=C2CC(=O)O (centres undefined)
  41%, 1%, -4%, -4, 0, -0.2, 1, -3%, -1%
- COc1ccc(/C=C/CN2CCC(n3nccc3NC(=O)C3CC3)CC2)cc1
  -4%, 4%, -14%, 2, -6, -1.5, 1, -2%, 5%
- Cc1cccc(N=C2NN=C(c3c[nH]c4ccccc34)CS2)c1
  ?, ?, -8%, -11, 11, -0.3, 1, 1%, -4%
- C=CCNC(=S)NCC=C
  3%, 7%, 1%, 3, 19, 0.2, 4, 7%, -1%
- CN(CC(=O)Nc1cccc([N+](=O)[O-])c1)S(=O)(=O)c1ccccc1
  21%, 2%, 3%, 2, 10, 0.1, 0, 3%, -2%
- O=C1/C(=C/N(C(=O)c2ccco2)c2ccc(Br)cc2)Sc2ccccc21
  ?, 8%, ?, -13, -15, 1.1, -10, ?, -17%
- C=CCn1c(N)c(C(=O)OC(C)CC)c2nc3ccccc3nc21 (centres undefined)
  ?, 369%[activator], -10%, 0, 2, -2.1, 5, -9%, -2%
- COc1cc(C(=O)OCC(=O)Nc2ccc(N3CCOCC3)cc2)ccc1OCC(C)C
  15%, -1%, 5%, -4, 11, -3.5, 6, -2%, 10%
- Cc1ccc(OCC(=O)NC(=S)Nc2ccc(Br)cn2)cc1
  10%, 4%, -10%, 0, 37, 0.9, 4, -1%, 0%
- CN(C)c1ccc(C(C(=O)NCc2ccccc2)N(Cc2cccnc2)C(=O)c2snc(C(N)=O)c2N)cc1 (centres undefined)
  -49%, -24%, 0%, 2, 80, 0.7, 6, 1%, 15%
- O=C(CSc1nc(Nc2ccccc2)nc(N2CCOCC2)n1)Nc1cc(Cl)ccc1O
  5.6µM*, -19%, -10%, -12, 2, -3.7, 3, -13%, 7%
- COc1ccc(NC(=O)CN(C)C(=O)c2cccc(S(=O)(=O)N3CCN(c4ccc(F)cc4)CC3)c2)cc1
  ?, -8%, -7%, -3, 2, -0.8, -3, -4%, 3%
- CC(=O)Nc1ccc(SCC(=O)Nc2cc(C)on2)cc1
  41%[activator], 5%, 24µM*, 7, 12, -1.0, 4, -11%, -2%
- O=C(COC(=O)c1ccc(Cl)s1)c1cc2ccccc2o1
  22%, 7%, 2%, ?, -2, -3.3, 2, -14%, 2%
- CCOC(=O)c1c(C)[nH]c(C)c1S(=O)(=O)NCC(=O)Nc1ccccn1
  13%, 5%, 1%, 5, 10, -0.9, -7, 1%, 1%
- Cc1cc(C)n2nc(SCCC(=O)NCc3ccccc3)nc2n1
  -1%, 5%, -19%, -8, -15, -3.9, -1, -33%, 5%
- O=C(CSc1nn(-c2ccccc2)c(=S)s1)NC(=O)NCc1ccco1
  1%, 7%, -10%, ·, 31, -1.2, 5, -13%, -6%
- O=C(N/N=C/c1ccc(Cl)cc1Cl)c1n[nH]c2c1CCCC2
  ?, ?, 4%, -4, -10, -4.0, -12, -9%, 1%
- Cc1cc([N+](=O)[O-])ccc1NC(=O)c1ccco1
  42%[activator], 8%, -3%, 1, -3, 1.1, 4, -23%[57.1 µM], 8%
- O=C1c2cccnc2-c2ncccc21
  -7%, -6%, -2%, 1, 1, 0.5, 1, -11%, -11%
- COC(=O)CNC(=O)CSc1nc2c(sc(=S)n2-c2ccccc2)c(=O)[nH]1
  5%, -15%, -7%, -1, -14, 0.0, 11, -3%[57.1 µM], -1%
- CC1CC(C)CN(CCCNC(=O)Cc2c(C(=O)O)[nH]c3ccccc23)C1 (centres undefined)
  -6%, -2%, -7%, -5, -14, -2.1, -2, -2%, -6%
- O=C1OC(Nc2ccc(F)cc2F)c2ccccc21 (centres undefined)
  6%, -3%, ?, 1, 0, -0.1, 0, 1%, -9%
- CCOC(=O)c1cnc(-c2ccccc2O)nc1Cl
  31%, 12%, -13%, -3, -8, -1.8, -1, ?, 3%

The list continues:
Sequence of screens: GLP-1R inv ag, HEK293 tox, PLK1 PBD block, PI5P4K alpha inh, DRD3 antagonist, IL-2 act, DRD3 agonist, WRN inhibitor, GLP-1R agonist
- O=C(NCc1ccco1)C1Cc2ccccc2CN1C(=O)c1ccco1 (centres undefined)
  12%, 2%, -10%, ?, 18, -3.6, 2, -7%[11.6 µM], -1%
- Cc1ccc(S(=O)(=O)NCCC(=O)N2CC(C)OC(C)C2)cc1 (centres undefined)
  8%, 17%, -4%, -7, 11, -0.4, 1, -14%, -17%
- CCOC(=O)C1=CN(Cc2ccco2)S(=O)(=O)N(C)C1CC (centres undefined)
  4%, 8%, -21%, -26, 0, 0.3, -24, -13%, 3%
- CCOC(=O)CSC1=N/C(=C\c2cc(OC)c(OC)c(OC)c2)C(=O)N1C
  17%, -3%, -5%, 2, 12, -1.1, 2, 3%, 6%
- COc1cc(C(=O)N2CCN(C(=O)c3ccccc3)CC2)cc(OC)c1OC
  -4%, 0%, -7%, ·, ?, 0.5, -13, 1%, -9%
- COCC1CCN(C(=O)CCc2nnc(C3(c4ccc(Cl)cc4)CCC3)o2)CC1
  ?, 1%, -7%, 7, -19, 0.0, -38, -10%, 23%
- CN(c1ccccc1C(=O)NCc1ccccn1)S(C)(=O)=O
  2%, -15%, -4%, 1, 8, -1.1, 1, 3%, 1%
- CCOc1ccccc1C(=O)NCC(=O)O
  12%, -13%, 0%, 1, -23, -0.4, 4, 10%, 0%
- Cc1csc(CNC(=O)c2cc(COc3c(C)cccc3C)on2)n1
  ?, -5%, -20%, 5, 14, -3.7, -13, -18%, -2%
- Cc1ccc(S(=O)(=O)N2CCN(C(=O)CSc3nc4ccccc4o3)C2)cc1
  -21%, -13%, ?, -7, 14, -1.3, 1, 7%, 0%
- O=C(Cn1cc(S(=O)(=O)N2CCN(c3ccccc3F)CC2)c2ccccc2c1=O)Nc1ccc(F)cc1Cl
  -1%, 16%, ·, ·, ·, ·, 9, ·, -1%
- COc1ccc(C(CC(=O)O)NC(=O)c2ccccc2[N+](=O)[O-])cc1 (centres undefined)
  7%, -13%, 1%, 0, 9, 0.0, -10, -5%, 3%
- O=C(Nc1scc(-c2ccc(Br)cc2)c1C(=O)O)c1ccccc1F
  -19%, 0%, ?, -22, 12, 0.2, 8, -34%, -5%
- CC(C)(C)NC(=O)C1c2ccccc2OCC(=O)N1Cc1cccnc1 (centres undefined)
  15%, 4%, -2%, -8, -12, -0.3, 1, 4%, 0%
- CCOc1ncccc1C(=O)OCC(=O)c1cccc(Br)c1
  22%[7.66 µM], 4%[7.66 µM], -4%, 1, -17, 1.1, -9, 1%, 11%
- O=C1CC(N2CCN(C3CC(=O)N(CCc4ccccc4)C3=O)CC2)C(=O)N1CCc1ccccc1 (centres undefined)
  0%, 3%, -3%, ·, -18, -1.2, -4, -4%[57.1 µM], 0%
- Cc1cc(-c2ccccc2)[nH]c(=O)c1S(=O)(=O)c1ccccc1
  16%, 0%, -5%, ·, -29, 0.5, 3, 1%, -4%
- Cc1cc(C)c2c(C)[nH]nc2n1
  6%, 9%, 5%, -3, -3, 1.5, 0, -13%, -2%
- Cc1cccc(Cc2c(C)nc3c(C(=O)NCc4ccco4)cnn3c2C)c1
  ?, ?, -5%, ·, ?, 0.8, -6, -31%, 7%
- CCOc1ccc(NC(=O)CN(C)c2ccc(S(=O)(=O)N(C(C)C)C(C)C)cn2)cc1OCC
  ?, -9%, -3%, 10, 17, 0.6, 12, -8%, 16%
- CCOC(=O)c1c(-c2ccccc2)csc1NC(=O)c1nn(CC)cc1Br
  ?, 12%, ?, ·, 36, -2.4, 18, -7%, 8%
- COc1ccc(S(=O)(=O)N2C[C@H]3CON(C)[C@H]3C[C@H]2c2ccc(-c3cccc(F)c3)cc2)cc1
  ?, -1%, -3%, 15, 6, -0.6, -5, 2%, -2%
- CCN(CC)CCn1c2ccccc2c2n[nH]c(=S)nc21
  0%, -24%, ?, ?, 3, -3.1, -5, 2%, 11%
- Cn1c(Cn2c(=O)sc3ccccc32)nnc1SCC(=O)N1CCN(c2ccccc2)CC1
  -13%, -2%, 1%, -7, ?, -3.1, -6, -1%, -3%
- Cc1csc(=O)n1CC(=O)OCC(=O)Nc1ccc(F)c(F)c1
  0%, -8%, 4%, 7, 7, 2.2, -8, -6%, 0%

Part of the list above, reduced to GLP-1R inv ag, PLK1 PBD block and DRD3 agonist:
compound	GLP-1R inv ag	PLK1 PBD block	DRD3 agonist
Cc1ccc(S(=O)(=O)NCCC(=O)N2CC(C)OC(C)C2)cc1 (centres undefined)	8%	-4%	1
O=C(Cn1cc(S(=O)(=O)N2CCN(c3ccccc3F)CC2)c2ccccc2c1=O)Nc1ccc(F)cc1Cl	-1%	·	9
